Ecoli WT expand = blocks growth of wild type E. coli BW25113; OD600 absorbance; growth inhibition, % at 100 µM; 0.15% of 98,000 active;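 active = growth inhibition above about 50% at one test dose, limit read from the data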;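 note: growth measured after 20 h incubation at 37 °C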
Mac1 fbg inh = CD11b/CD18-fibrinogen binding inhibition | P05107+P11215 | K562 CD11b/CD18 adhesion to fibrinogen, ATPlite luminescence; Mn2+ added to activate the integrin | inhibition, % at 10 µM | 0.54% of 93,000 active;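 active = primary inhibition of 50% or more at 10 µM, then 40% or more on retest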; note: some results filed as inactive read as strong as hits
ERa SRC1 pot = ER-alpha (human) coactivator binding potentiation | coactivator binding (% of control), % at 25.6 µM | TR-FRET ERalpha-LBD/SRC-Cy5 coactivator binding, 2 h; 100 = basal binding, no effect | P03372 | 1.3% of 86,000 active; in the data active = activity above about 200%;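 note: binding measured in presence of low estradiol as agonist stimulus; 0% = peptide alone without receptor and 100% = receptor with peptide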
Mac1 fbg enh = increases human CD11b/CD18 adhesion to fibrinogen; AID 1499; 0.07% of 93,000 active; K562 CD11b/CD18 adhesion to fibrinogen, ATPlite luminescence; activation, % at 10 µM;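 active = 10 µM primary screen giving 50% or more activity, confirmed by 40% or more on retest at that dose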; note: strong numbers were not always called active; reference of the scale not given here
FAK inh = FAK (human) kinase inhibition; inhibition, %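 (tested at 7 µM)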; Q05397; biochemical FAK kinase activity assay; 0.84% of 97,000 active; AID 727; in the data active = inhibition above about 19%;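 note: 0% = DMSO and 100% = reference compound high control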
ERa coact inh = blocks coactivator binding to human estrogen receptor alpha; AID 629; 1.7% of 86,000 active; P03372; inhibition, % at 25.6 µM; TR-FRET ER-alpha LBD / SRC-1 peptide, estradiol-bound; in the data active = inhibition above about 50%;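 note: 0% = receptor plus peptide control and 100% = peptide only without receptor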
PLAP activator = human PLAP activation; P05187; purified PLAP enzyme, luminescent substrate read-out; hits give high values; activation fold at 20 µM; 1.2% of 96,000 active; in the data active = activation fold above about 2
Target sequence (P05187 whole entry, looked up): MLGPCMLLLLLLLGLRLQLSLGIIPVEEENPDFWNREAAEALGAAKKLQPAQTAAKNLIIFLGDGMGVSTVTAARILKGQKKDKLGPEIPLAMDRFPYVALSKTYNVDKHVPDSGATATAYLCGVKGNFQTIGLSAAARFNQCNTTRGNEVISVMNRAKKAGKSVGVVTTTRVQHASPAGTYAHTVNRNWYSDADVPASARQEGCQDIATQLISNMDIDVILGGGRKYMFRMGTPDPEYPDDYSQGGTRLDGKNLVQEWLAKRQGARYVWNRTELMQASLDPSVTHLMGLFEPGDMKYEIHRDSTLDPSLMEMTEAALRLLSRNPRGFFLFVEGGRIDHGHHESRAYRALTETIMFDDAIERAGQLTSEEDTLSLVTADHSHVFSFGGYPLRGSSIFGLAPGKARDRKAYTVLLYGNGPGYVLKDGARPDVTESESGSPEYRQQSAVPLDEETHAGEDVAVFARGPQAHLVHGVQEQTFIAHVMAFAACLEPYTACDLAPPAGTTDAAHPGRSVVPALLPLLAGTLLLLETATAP
MT1-MMP txn act = activates MT1-MMP transcription. HT1080 MT1-MMP promoter luciferase reporter, luminescence, overnight; hits give high values. activation factor at 10 µM. 0.16% of 86,000 active. AID 750;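 active = activation factor of at least 2 for MT1-MMP transcription at 10 µM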
ERb SRC1 inh = blocks coactivator binding to human estrogen receptor beta; inhibition, % at 25.6 µM; 1.3% of 86,000 active; TR-FRET ER-beta LBD / SRC1-Cy5 peptide binding; receptor agonist-loaded with 1 µM estradiol;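 active = compounds whose percent inhibition of the receptor-coactivator binding signal exceeds about 50% in the single-dose screen, limit read from the data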;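 note: 0% = receptor plus peptide wells without compound and 100% = peptide-only wells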
Target sequence (Q92731 whole entry, looked up, the tested form may be a part): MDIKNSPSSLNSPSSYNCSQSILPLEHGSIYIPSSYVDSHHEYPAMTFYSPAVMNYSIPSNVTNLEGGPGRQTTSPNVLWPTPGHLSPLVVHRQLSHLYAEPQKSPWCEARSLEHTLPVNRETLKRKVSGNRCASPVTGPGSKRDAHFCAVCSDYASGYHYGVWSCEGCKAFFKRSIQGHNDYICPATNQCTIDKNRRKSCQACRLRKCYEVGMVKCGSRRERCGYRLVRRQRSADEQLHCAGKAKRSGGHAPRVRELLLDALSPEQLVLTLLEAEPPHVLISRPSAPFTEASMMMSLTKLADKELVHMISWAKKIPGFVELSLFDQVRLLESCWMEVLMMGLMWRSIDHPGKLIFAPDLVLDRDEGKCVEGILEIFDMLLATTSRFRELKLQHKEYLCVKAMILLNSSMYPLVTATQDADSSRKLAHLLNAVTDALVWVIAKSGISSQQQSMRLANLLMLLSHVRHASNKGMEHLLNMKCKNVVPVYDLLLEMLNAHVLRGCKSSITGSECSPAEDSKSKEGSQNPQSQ
The depositor's hits bear a star; nt = no result given; [ ] = another dose, or the depositor's remark.

Each structure is followed by: Ecoli WT expand, Mac1 fbg inh, ERa SRC1 pot, Mac1 fbg enh, FAK inh, ERa coact inh, PLAP activator, MT1-MMP txn act, ERb SRC1 inh
(1) FC(F)C(F)(F)C1=CC(c2cccs2)=NCCN1
→ 9, -18, 110, 2, 0, -16, 1.1, 1.1, -20
(2) CCCCCc1c(O)nc(SCC(=O)NCC2CCCO2)[nH]c1=O (stereo unspecified)
→ nt, nt, 103, nt, 2, 0, nt, 1.2, 3
(3) CCOC(=O)c1cnc(-n2nc(C)cc2C)nc1N1CC(C)OC(C)C1 (stereo unspecified)
→ nt, nt, 116, nt, -4, -14, nt, 1, 2
(4) Cc1nccn1-c1c2c(c(C#N)c3nc4ccccc4n13)CCC2
→ nt, -8, 109[fluorescence artefact?], 5, nt, 13, 1.1, 1, 28
(5) Cc1ccc(CS(=O)(=O)CCC(=O)NC2CC2)cc1
→ 6, -12, 115, -6, -2, -9, 0.9, 1, -6
(6) COc1ccc(OCCSc2nnc(CC(=O)Nc3cccc(Cl)c3Cl)n2C)cc1
→ 19, 16, 91[fluorescence artefact?], -4, -1, -9, 1.5, 1.3, 2
(7) COC(=O)c1c(O)c2ccccc2[nH]c1=O
→ -5, -5, 98, 7, -2, 8[fluorescence artefact?], 0.9, 1.1, 4[fluorescence artefact?]
(8) CC(=O)Nc1nc(-c2ccccc2)nc(-c2ccccc2OC(C)=O)n1
→ 6, -2, 104, -4, nt, 10, 1.5, 1.1, 5
(9) CCN(CC)c1ccc(C2Nc3cccc4cccc(c34)N2)c(O)c1
→ nt, -17, 90[fluorescence artefact?], 3, 2, -8, 0.9, 1.7, 5
(10) C=CCn1c(SCC(=O)Nc2ccc(C(=O)OC(C)C)cc2)nnc1-c1cccs1
→ -5, 4, 825*[fluorescence artefact?], -1, nt, -68[fluorescence artefact?], 0.9, 1.1, -18[fluorescence artefact?]
(11) Cc1cc(C)c2c(C)nn(-c3ccccc3)c2n1
→ -6, -18, 83, 2, -2, 5, 0.8, nt, 13
(12) COc1ccccc1N(CC(N)=O)S(=O)(=O)c1ccc(C)cc1
→ 4, -16, 109, 0, -1, -34, 0.8, 1.1, -21
(13) O=C(COc1ccccc1)NC1=NCCS1
→ 5, 11, nt, -1, -1, nt, 0.8, nt, nt
(14) CCOc1ccc2nc(SC(C)C(N)=O)[nH]c2c1 (stereo unspecified)
→ 8, -2, 119, 2, -1, -7, 0.9, 1.3, -3
(15) CCc1ccc(Nc2oc(C)cc(=O)c2C(C)=O)cc1
→ -7, 3, 121, -2, -4, -14, 1.1, 1.7, 2[fluorescence artefact?]
(16) CCOc1ncccc1C(=O)OCc1cn2cc(Cl)ccc2n1
→ 4, -5, 116, -5, 6, -9, 1.5, 1, 0
(17) CCOc1ccccc1N1C(=O)c2ccc(C(=O)Nc3cccnc3)cc2C1=O
→ 6, 7, 120, -6, 0, -9, 1.4, 1.1, -6
(18) CC1(C)N=C(c2ccc(Cl)cc2Cl)C(=O)N1
→ 0, -17, 111, 11, -3, -8, 0.9, 1.1, -3
(19) COc1ccc(C(=O)Cn2c3ccccc3n3nc(CCC(=O)O)c(=O)nc23)cc1OC
→ -2, -29, 78, 1, 3, 13[fluorescence artefact?], 1.4, 1.4, 16
(20) O=C1SC(c2ccccc2)=C/C1=C\N1CCCCC1
→ 10, nt, 98[fluorescence artefact?], nt, -5, -10[fluorescence artefact?], 1.2, 1.4, -5
(21) CC(=O)Nc1ccc(S(=O)(=O)N2CCN(C(=O)Cc3ccccc3)CC2)cc1
→ -10, nt, 123, nt, -2, -11, nt, 1.2, -2
(22) O=C(c1ccccc1)c1ccc(C(=O)N2CCOCC2)cc1
→ -4, 8, 91, -2, -1, 10, 0.9, 1.1, 27[fluorescence artefact?]
(23) COc1ccc(NC2c3ccccc3C(=O)N2Cc2ccco2)cc1OC (stereo unspecified)
→ 6, -5, 99, 4, nt, -6, 0.9, 1, -9
(24) O=C(Cn1c(C2CC2)nc2ccccc2c1=O)Nc1ccc(Br)cc1
→ -2, -7, 56, -2, -4, -16, 0.9, 1, 7
(25) O=C(c1ccco1)N1CCN(c2ncnc3c2[nH]c2ccc(Br)cc23)CC1
→ -7, -5, 111[fluorescence artefact?], 3, 0, 17, 0.9, 1, 7
(26) O=C(Nc1ccc(N2CCOCC2)cc1)C1CCCN(S(=O)(=O)c2ccccc2)C1 (stereo unspecified)
→ -2, -11, 120, 2, 6, -23, 1.1, 1.1, -24[fluorescence artefact?]
(27) CC1CCCN(S(=O)(=O)c2ccc(S(=O)(=O)NC(C)c3cccs3)cc2)C1 (stereo unspecified)
→ -4, 10, nt, -4, 0, nt, 0.8, nt, nt
(28) C/C=C/C(=O)Nc1ccccc1Br
→ 0, 2, 82, -4, -1, 11, 0.9, 1.1, 1
(29) Cc1cc(C)cc(N(C(C)C(=O)N2CCCCC2)S(C)(=O)=O)c1 (stereo unspecified)
→ 3, -4, 104, -2, nt, 1, 1.1, 1.1, -2
(30) Cc1ccc(-c2nc3ncccn3c2Nc2ccc3c(c2)OCCO3)cc1
→ -1, -35, 92, -3, -1, -3, 0.8, 1.1, 2
(31) Cc1nc2ccc(-c3nc4cc(N)ccc4o3)cc2[nH]1
→ 0, 5, 72, 21, 1, 11, 1.2, nt, 15[fluorescence artefact?]
(32) CCCC1(CCC)NC(=O)N(CC(=O)N2CCN(C(=O)c3ccco3)CC2)C1=O
→ -6, 3, nt, -5, -3, nt, 0.9, nt, nt
(33) CC(=O)NNc1nc(-c2ccccc2)c2cc(Br)ccc2n1
→ -1, -29, nt, -4, 0, nt, 1.7, nt, nt
(34) COc1ccc(-n2cnnc2SCC(=O)NC2CCS(=O)(=O)C2)cc1 (stereo unspecified)
→ 2, -12, 106, -4, 0, -6, 0.9, 1.1, -9
(35) Cc1cc(C)c(C)c(S(=O)(=O)Nc2ccc(OCC(=O)O)cc2)c1C
→ -3, -11, 107, 0, 1, -1, 1, nt, 7
(36) CCn1c(Cc2cccc3ccccc23)nnc1SCC(=O)Nc1nccs1
→ nt, nt, 97, nt, 0, -19, nt, 1.2, -16
(37) CC(C)CCSc1nc(N2CCOCC2)c2c(c1C#N)CC(C)(C)OC2
→ -24, 4, 116, -1, 9, -5, 1.3, 1.2, -9
(38) COc1ccccc1NC(=O)COC(=O)c1ccc(S(=O)(=O)NCc2ccco2)cc1
→ -7, 18, 90, -1, -1, 24, 1.1, 1.2, 14
(39) CC(C)CC(c1nnnn1Cc1ccco1)N1CCN(C2CCCC2)CC1 (stereo unspecified)
→ 1, -4, 121, -2, 0, 1[fluorescence artefact?], 1.1, 1.2, 23
(40) O=[N+]([O-])c1cccc(Cl)c1NCCNc1ncc(C(F)(F)F)cc1Cl
→ -8, -6, nt, -3, 4, nt, 1.1, nt, nt

Two entries drawn at random from the list so far:
Each structure is followed by: Ecoli WT expand, Mac1 fbg inh, ERa SRC1 pot, Mac1 fbg enh, FAK inh, ERa coact inh, PLAP activator, MT1-MMP txn act, ERb SRC1 inh
(38) COc1ccccc1NC(=O)COC(=O)c1ccc(S(=O)(=O)NCc2ccco2)cc1
→ -7, 18, 90, -1, -1, 24, 1.1, 1.2, 14
(3) CCOC(=O)c1cnc(-n2nc(C)cc2C)nc1N1CC(C)OC(C)C1 (stereo unspecified)
→ nt, nt, 116, nt, -4, -14, nt, 1, 2

The listing continues.
Each structure is followed by: Ecoli WT expand, Mac1 fbg inh, ERa SRC1 pot, Mac1 fbg enh, FAK inh, ERa coact inh, PLAP activator, MT1-MMP txn act, ERb SRC1 inh
(41) COc1cc(-c2nnc(-c3cc(OC)c(OC)c(OC)c3)o2)cc(OC)c1OC
→ nt, nt, 103, nt, 0, -21, nt, 1.2, -20
(42) COc1ccccc1N1CCN(C(CNS(=O)(=O)c2cc(F)ccc2F)c2cccnc2)CC1 (stereo unspecified)
→ nt, nt, 102, nt, nt, 12[fluorescence artefact?], nt, 1, 8
(43) COc1ccc(NC(=O)NCCCN2CCc3ccccc3C2)cc1
→ 7, -3, 127, -2, nt, -5, 1.6, 1.1, -2
(44) Cn1c(=O)c(C#N)c(-c2ccccc2)n2cnnc12
→ 0, -20, 118, 1, -8, -1, 0.9, 1.1, -5
(45) COc1cc2c(cc1OC)-c1cc(N3CCCc4ccccc43)nc(=O)n1CC2
→ 5, 9, 81[fluorescence artefact?], -3, -1, 18, 1.6, 1, 46
(46) Cc1ccc(C2NC(=O)NC(O)(C(F)(F)F)C2C(=O)c2cccs2)o1 (stereo unspecified)
→ nt, nt, 115[fluorescence artefact?], nt, -2, -16, nt, 1.1, 2
(47) CC(=O)c1cccc(NC(=O)C=C(C)C)c1
→ 2, -17, 109[fluorescence artefact?], -1, -4, 6, 0.8, 1, 7
(48) Cc1cccc(CSc2nc3sc(C)c(C)c3c(=O)n2Cc2ccco2)c1
→ -16, -2, 67, -4, 0, 9, 1.1, 1, 31
(49) COc1cc(C2CC(=O)c3cnc(NC(=O)COc4ccccc4)nc3C2)cc(OC)c1OC (stereo unspecified)
→ -6, -10, 118, 1, 2, -5[fluorescence artefact?], 1.1, 1.1, -3
(50) CC(=O)Oc1c(Cl)cc(Cl)cc1/C=C/c1ccc2ccccc2n1
→ -12, 4, nt, -1, -2, nt, 1, nt, nt
(51) O=c1c2c(-c3cccs3)csc2ncn1-c1ccc(Br)cc1
→ -13, nt, 130[fluorescence artefact?], nt, 1, -3, 1.1, 1.1, -9[fluorescence artefact?]
(52) CCOC(=O)C(Cc1ccccc1)(NC(C)=O)C(=O)OCC
→ 2, -5, 92, -4, -2, -2, 1, 1.1, 1
(53) CC(=O)c1ccc(OCC(O)Cn2nnc3ccccc32)cc1 (stereo unspecified)
→ 8, -2, 105, -2, 10, 8, 1.3, 1.1, 9
(54) Cn1ncc([N+](=O)[O-])c1C(=O)Nc1ccn(Cc2ccccc2F)n1
→ 5, -5, nt, -4, -1, nt, 1, nt, nt
(55) COc1ccc(NC(=O)CNS(=O)(=O)c2ccc3nc(C)sc3c2)c(OC)c1
→ 6, -16, 120, 0, -1, -8, 1.1, 1.2, -3
(56) CCOc1cc(C2NC(=O)NC(O)(C(F)(F)F)C2C(=O)c2ccc(Cl)cc2)ccc1O (stereo unspecified)
→ 16, -3, 107, -6, -3, 7[fluorescence artefact?], 1.2, 1.1, 0[fluorescence artefact?]
(57) COc1ccc(N(CC(=O)Nc2ccc(S(=O)(=O)N3CCCC3)cc2)S(C)(=O)=O)cc1OC
→ 1, nt, 102, nt, nt, -2, nt, 1.2, -5
(58) O=C(NCCN1CCN(c2ccccc2)CC1)C1(S(=O)(=O)c2ccc(Cl)cc2)CC1
→ 2, 23, 119, -1, nt, -8, 1.5, 1.1, 31
(59) CC(NS(=O)(=O)c1ccc(Br)cc1)C(N)=O (stereo unspecified)
→ 1, -11, 118, 14, -3, -4, 0.8, 1.2, 5
(60) CC(=O)c1sc(NC(=O)CN2C(=O)CCC2=O)nc1C
→ nt, nt, 111, nt, -3, -1, nt, 1.1, -3
(61) CCC(C)(C)n1nnnc1C(c1ccc(O)c(OC)c1)N1CCc2ccccc2C1 (stereo unspecified)
→ 4, nt, 51, nt, -6, 12, 1.1, 1.2, 5
(62) Cc1c(-c2ccc(F)cc2)[n+](=O)c(-c2ccc(F)cc2)c(C)n1[O-]
→ -7, 15, 100, -3, -1, -11, 1.2, 1.1, -19
(63) COc1ccc(C2C(C(=O)N3CCN(c4ccccc4F)CC3)c3ccccc3C(=O)N2C)cc1 (stereo unspecified)
→ -2, 4, 99[fluorescence artefact?], -2, -4, -2[fluorescence artefact?], 1.6, 1, 11
(64) O=C(Nc1cccc(Cl)c1)N(Cc1nc2ccccc2c(=O)[nH]1)C1CCCC1
→ -4, 23, 96, 3, 3, 1, 1.3, 1.1, 1
(65) Cc1ccc(CSCCNC(=O)/C=C/c2ccc(Cl)cc2)cc1
→ -9, -9, nt, 3, -1, nt, 1, nt, nt
